mIAP act: increases mouse intestinal alkaline phosphatase activity. AID 2805. muIAP, CDP-Star luminescence, 30 min; hits give high values; 1 = vehicle-only enzyme signal, 0 = enzyme-free wells. 330,000 compounds, 0.24% hits. activation factor at 10 µM;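 active = activation factor of at least 2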; also: the source names both 10 and 20 µM as test concentration; values of inactives mirror those of a sister screen read the other way
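Assay system: mouse IAP enzyme; reagent: chemiluminescent substrate CDP-Star; dosing: test compounds delivered from DMSO solution; schedule: 30 min at room temperature; measured by: luminescence from enzymatic CDP-Star hydrolysis; controls: DMSO-only wells and no-enzyme negative control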
hIAP inh: human IAP inhibition. P09923. purified IAP, CDP-Star luminescence, 30 min. inhibition, % at 10 µM. 330,000 compounds, 0.12% hits. AID 2544;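 active = inhibition reaching a set limit with compound at 10 µM in the primary screen, cut at about 35% in these data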;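 also: plate controls were DMSO wells with enzyme for no effect and no-enzyme buffer wells for full effect; values of inactives mirror those of a sister screen read the other way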
Target sequence (P09923 whole entry, looked up): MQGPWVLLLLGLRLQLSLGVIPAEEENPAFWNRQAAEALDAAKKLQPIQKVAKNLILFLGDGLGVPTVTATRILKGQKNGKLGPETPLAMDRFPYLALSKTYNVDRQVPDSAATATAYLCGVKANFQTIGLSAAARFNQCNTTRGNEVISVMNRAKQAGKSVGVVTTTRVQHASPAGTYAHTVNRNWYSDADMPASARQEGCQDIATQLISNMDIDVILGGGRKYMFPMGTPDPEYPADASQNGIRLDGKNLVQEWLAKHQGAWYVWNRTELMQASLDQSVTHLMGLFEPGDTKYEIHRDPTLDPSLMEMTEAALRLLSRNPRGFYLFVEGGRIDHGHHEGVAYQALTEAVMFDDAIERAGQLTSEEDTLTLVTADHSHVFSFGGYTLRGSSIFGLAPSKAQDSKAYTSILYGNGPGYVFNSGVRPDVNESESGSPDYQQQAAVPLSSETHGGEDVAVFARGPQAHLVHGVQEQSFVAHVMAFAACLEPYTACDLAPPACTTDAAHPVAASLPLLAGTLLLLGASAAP
mIAP inh: mouse IAP inhibition; purified mouse IAP, CDP-Star luminescence, 30 min; 330,000 compounds, 0.2% hits; inhibition, % at 10 µM;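 active = inhibition of at least 40% at 10 µM in the primary screen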;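 also: plate controls were DMSO with enzyme for no effect and no enzyme wells for full effect; values of inactives mirror those of a sister screen read the other way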
ATG4B inh: inhibitors of human ATG4B cysteine protease; 340,000 compounds, 0.51% hits; inhibition, % at 8.33 µM; ATG4B cleavage of LC3-PLA2, NBD-HPC fluorescence, 1 h; Q9Y4P1; in the data active = inhibition above about 40%
MPTP inh: blocks calcium-induced mitochondrial swelling | isolated mouse mitochondria, Ca2+ swelling absorbance, 30 min | inhibition, % at 10 µM | 360,000 compounds, 1.4% hits | AID 602449;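 active = inhibition of 50% or more, scaled per plate between neutral and stimulator controls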;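 also: 0% = DMSO wells given calcium and 100% = 1 mM EGTA wells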
MIN6 prolif: inducers of beta-cell replication in MIN6 cells; MIN6 cells proliferation, ATPlite luminescence, 48 h; cells starved in 0.2% serum; 100% = growth in 10% serum; proliferation, % at 10 µM; 330,000 compounds, 0.29% hits; AID 2380;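 active = compounds whose signal lies at least 3.5 SD above the mean of all wells on their plate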;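 also: 0% = DMSO-treated cells in low-serum medium and 100% = 10% serum control; some compounds called inactive have numbers as strong as hits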
APOBEC3A inh: blocks human APOBEC3A ssDNA deamination. P31941. recombinant A3A, FAM/TAMRA ssDNA deamination fluorescence. inhibition, % at 20 µM. 330,000 compounds, 0.41% hits. AID 493011;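 active = at least 40% inhibition at 20 µM here, with at most 30% in a related deaminase screen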;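 also: plate controls were A3A with DMSO for no effect and wells lacking A3A enzyme for full effect; some results filed as inactive read as strong as hits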
Target sequence (P31941 whole entry, looked up): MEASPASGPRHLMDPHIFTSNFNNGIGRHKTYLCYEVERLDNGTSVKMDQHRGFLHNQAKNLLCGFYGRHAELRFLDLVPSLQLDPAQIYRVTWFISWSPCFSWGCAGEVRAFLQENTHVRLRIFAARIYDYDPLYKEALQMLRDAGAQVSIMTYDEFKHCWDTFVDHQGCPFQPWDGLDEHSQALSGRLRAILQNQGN
A3G deaminase: APOBEC3G (human) deaminase inhibition; Q9HC16; recombinant A3G, ssDNA deamination FAM/TAMRA fluorescence; inhibition, % at 20 µM; 330,000 compounds, 0.28% hits; AID 493012;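 active = inhibition of at least 40% at 20 µM, with no more than 30% in the related APOBEC3A deaminase screen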;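 also: plate controls were DMSO wells with A3G for no effect and wells lacking A3G enzyme for full effect; some compounds called inactive have numbers as strong as hits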
Target sequence (Q9HC16 whole entry, looked up): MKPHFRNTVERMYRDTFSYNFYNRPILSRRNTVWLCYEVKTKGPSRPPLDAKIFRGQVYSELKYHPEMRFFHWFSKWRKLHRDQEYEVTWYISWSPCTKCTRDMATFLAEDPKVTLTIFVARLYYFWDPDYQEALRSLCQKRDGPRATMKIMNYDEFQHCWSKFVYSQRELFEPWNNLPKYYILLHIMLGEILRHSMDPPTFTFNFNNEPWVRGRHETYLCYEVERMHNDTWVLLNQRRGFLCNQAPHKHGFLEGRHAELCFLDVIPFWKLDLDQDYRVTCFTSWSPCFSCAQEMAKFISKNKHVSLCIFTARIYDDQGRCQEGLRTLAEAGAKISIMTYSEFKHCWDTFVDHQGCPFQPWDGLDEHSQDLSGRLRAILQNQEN
hIAP act: human IAP activation. purified human IAP, CDP-Star luminescence, 30 min; hits give high values; 1 = vehicle-only enzyme, 0 = enzyme-free background. activation factor at 10 µM. 330,000 compounds, 0.16% hits;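 active = activation factor of the enzyme at least 2-fold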; also: the source names both 10 and 20 µM as test concentration; values of inactives mirror those of a sister screen read the other way
* marks the source's active call; other numbers are inactive results. No enrichment for hits; 3.3% or so of the library scored in one or more.

SMILES	mIAP act	hIAP inh	mIAP inh	ATG4B inh	MPTP inh	MIN6 prolif	APOBEC3A inh	A3G deaminase	hIAP act
CCOC(=O)C1(Cc2ccc(OC)cc2)CCN(C(=O)CCN2CCCC2=O)CC1	1	1	-3	-7	1.8	7	-1	-5	0.99
CCOC(=O)C1=C(COC(=O)C2(C)CC2(Cl)Cl)NC(=O)NC1c1ccccc1 (configuration not stated)	0.88	12	12	7	-1.7	-2	3	2	0.88
O=C(c1csc2c1CCCC2)N1CCCCC1	1	-6	-4	10	-0.8	-3	-3	-7	1.1
Cc1ccc(S(=O)(=O)N(CC(=O)O)Cc2ccccc2)cc1	0.98	11	2	-8	-1.1	-1	2	-8	0.89
CSCCC(NC(=O)/C(=C/c1ccco1)NC(=O)c1ccco1)C(=O)O (configuration not stated)	1.1	-2	-6	-7	1.4	-3	0	-3	1
Cc1ccccc1CC(=O)NC1CCN(Cc2ccccc2)CC1	0.97	-16	3	-1	1.4	1	-4	-10	1.2
CCCCNC(=O)CCn1c(=O)c2ccccc2n(CC(=O)N2CC(C)CC(C)C2)c1=O (configuration not stated)	0.99	6	1	-4	2.7	-1	0	-2	0.94
CCn1cc(CN2CCC(C(=O)Nc3ccc(Oc4cccnc4)cc3)CC2)cn1	1	-19	-4	0	-0.2	0	-1	-5	1.2
CSc1cnc2c(N)nc(N(C)C)nc2n1	0.95	-3	5	-8	-0.8	-1	-2	-3	1
O=C1C=C(c2cc(C(F)(F)F)cc(C(F)(F)F)c2)C[C@@H](c2ccc(Cl)cc2)C1	1	-17	-4	0	7.6	-7	-1	-7	1.2
Cc1ccc(N2CC(=O)N(NC(=O)CN3CCN(c4ccccc4)CC3)CC2=O)cc1	0.98	-7	2	-4	2.6	-2	-1	-5	1.1
O=[N+]([O-])c1ccccc1Nc1ccc(O)cc1	0.93	11	7	7	-0.3	-5	3	3	0.89
O=C(NC(=S)Nc1ccccc1C(=O)O)c1ccc2ccccc2c1	0.95	8	5	-3	1.5	-4	-5	11	0.92
COc1cc2[nH]c3c(=O)n(CCN4CCCCC4)cnc3c2cc1OC	1	-4	-3	-1	-1.5	-1	7	1	1
CN(C(=O)c1cc(COc2ccc(F)cc2Cl)on1)C1CCCc2ccccc21 (configuration not stated)	1	11	-1	21	3.9	-2	0	-5	0.89
CN(C)CCCN(C(=O)c1ccc(S(=O)(=O)N2CCc3ccccc32)cc1)c1nc2ccc(Cl)cc2s1	0.93	7	8	-5	1.2	-7	-8	-3	0.93
COc1ccc(NC(=S)Nc2nc(CC(=O)Nc3ccccc3OC)cs2)cc1	0.82	-16	18	-13	75*	-1	2	0	1.2
COc1cc(CNCc2c[nH]c3ccccc23)cc(OC)c1	1.1	-10	-10	-6	60*	-3	-1	-3	1.1
Cc1ccc(NC(=O)CN(C)S(=O)(=O)c2cnc[nH]2)cc1C	0.95	-9	5	0	12	3	-2	-4	1.1
COc1ccc(-c2nc(CN3CCC(c4ccccc4)CC3)c(C)o2)cc1OC	1.4	-15	-41	20	-1.3	-1	-7	-16	1.2

Some of the entries so far, with bars between the fields:
SMILES | mIAP act | hIAP inh | mIAP inh | ATG4B inh | MPTP inh | MIN6 prolif | APOBEC3A inh | A3G deaminase | hIAP act
CCn1cc(CN2CCC(C(=O)Nc3ccc(Oc4cccnc4)cc3)CC2)cn1 | 1 | -19 | -4 | 0 | -0.2 | 0 | -1 | -5 | 1.2
CSc1cnc2c(N)nc(N(C)C)nc2n1 | 0.95 | -3 | 5 | -8 | -0.8 | -1 | -2 | -3 | 1
O=C1C=C(c2cc(C(F)(F)F)cc(C(F)(F)F)c2)C[C@@H](c2ccc(Cl)cc2)C1 | 1 | -17 | -4 | 0 | 7.6 | -7 | -1 | -7 | 1.2
Cc1ccc(N2CC(=O)N(NC(=O)CN3CCN(c4ccccc4)CC3)CC2=O)cc1 | 0.98 | -7 | 2 | -4 | 2.6 | -2 | -1 | -5 | 1.1
O=[N+]([O-])c1ccccc1Nc1ccc(O)cc1 | 0.93 | 11 | 7 | 7 | -0.3 | -5 | 3 | 3 | 0.89
O=C(NC(=S)Nc1ccccc1C(=O)O)c1ccc2ccccc2c1 | 0.95 | 8 | 5 | -3 | 1.5 | -4 | -5 | 11 | 0.92
COc1cc2[nH]c3c(=O)n(CCN4CCCCC4)cnc3c2cc1OC | 1 | -4 | -3 | -1 | -1.5 | -1 | 7 | 1 | 1
CN(C(=O)c1cc(COc2ccc(F)cc2Cl)on1)C1CCCc2ccccc21 (configuration not stated) | 1 | 11 | -1 | 21 | 3.9 | -2 | 0 | -5 | 0.89
CN(C)CCCN(C(=O)c1ccc(S(=O)(=O)N2CCc3ccccc32)cc1)c1nc2ccc(Cl)cc2s1 | 0.93 | 7 | 8 | -5 | 1.2 | -7 | -8 | -3 | 0.93
COc1ccc(NC(=S)Nc2nc(CC(=O)Nc3ccccc3OC)cs2)cc1 | 0.82 | -16 | 18 | -13 | 75* | -1 | 2 | 0 | 1.2
COc1cc(CNCc2c[nH]c3ccccc23)cc(OC)c1 | 1.1 | -10 | -10 | -6 | 60* | -3 | -1 | -3 | 1.1
Cc1ccc(NC(=O)CN(C)S(=O)(=O)c2cnc[nH]2)cc1C | 0.95 | -9 | 5 | 0 | 12 | 3 | -2 | -4 | 1.1
COc1ccc(-c2nc(CN3CCC(c4ccccc4)CC3)c(C)o2)cc1OC | 1.4 | -15 | -41 | 20 | -1.3 | -1 | -7 | -16 | 1.2

(further entries)
SMILES	mIAP act	hIAP inh	mIAP inh	ATG4B inh	MPTP inh	MIN6 prolif	APOBEC3A inh	A3G deaminase	hIAP act
COc1ccc(S(N)(=O)=O)cc1C(=O)OCC1CCCCC1	0.97	2	3	-10	-0.3	8	-2	-10	0.97
Cc1ccc2nc(NCC(=O)NN)nc(-c3ccccc3)c2c1	0.92	7	8	7	1.2	-3	-1	-1	0.93
Cc1ccc(N2C(=O)C3C4C=CC(C4)C3C2=O)cc1 (configuration not stated)	1	-9	-2	-5	-4.4	0	21	-3	1.1
Cc1cccc(OCc2n(CC(=O)OC3CC(C)CCC3C(C)C)c3ccccc3[n+]2C)c1 (configuration not stated)	0.93	18	8	13	8.6	-5	-4	-7	0.82
Cc1cccc(C)c1NC(=S)NCc1ccccc1	1.1	-4	-14	-7	0.1	-2	-5	3	1
Nc1nc(SCC(=O)NCc2ccccc2)[nH]c(=O)c1NC(=O)c1ccccc1F	1	-4	0	13	-1.0	0	2	2	1
COc1ccc(S(=O)(=O)N2CCc3ccccc32)cc1OC	1	-6	-2	-3	-0.9	-3	4	-1	1.1
CCCc1cc(C(=O)Nc2c(C)n(C)n(-c3ccccc3)c2=O)no1	0.99	3	1	-7	-1.1	-2	-2	-5	0.97
O=C(Nc1ccccc1)N(Cc1cccnc1)Cc1ccco1	0.99	-13	1	-6	-0.3	-2	-2	-5	1.1
COc1ccc(N(C)C(=O)c2ccc3c(c2)nnn3C)cc1	0.88	-2	12	1	-0.7	1	2	-5	1
CCOC(=O)c1ccc(CNC(=O)CSc2nnc(-c3ccncc3)o2)cc1	1	9	-4	5	-1.1	-4	2	0	0.91
CCOC(=O)C(O)(C1C(=O)CC(C)(C)CC1=O)C(F)(F)F (configuration not stated)	1	-8	-4	-4	-0.2	-1	7	4	1.1
Cc1ccccc1-c1nnn(CC(=O)NCc2ccc3c(c2)OCO3)n1	1	12	-4	2	3.1	0	2	1	0.88
O=C(CCCc1nc2ccccc2s1)NC1CCOC1=O (configuration not stated)	0.91	4	9	-10	0.8	-3	-4	-8	0.96
O=S1(=O)CC(O)C(Nc2ccccc2Cl)C1 (configuration not stated)	0.98	17	2	-14	-0.6	-2	-1	1	0.83
CC(C)Cc1cc(C(=O)N2CCC(N3CCC(C(=O)N4CCOCC4)CC3)CC2)n[nH]1	1	8	-3	12	0.9	-5	0	-7	0.92
Cc1ccccc1-n1c(=O)n(CCc2ccccc2)c(=O)c2[nH]cnc21	1	3	-2	-16	1.2	1	-2	-6	0.97
Cc1nnc(SCC(=O)N2CCN(Cc3ccccc3)CC2)s1	0.68	13	32	-16	-2.2	1	-1	-3	0.87
COC(=O)C1C(=O)C2=C(CC1C)NC(C)=C(C(=O)OC(C)C)C2c1ccc(C)o1 (configuration not stated)	0.94	1	6	-4	0.7	-1	0	-5	0.99
Cc1c(C(=O)Nc2ccc(C(=O)O)cc2)cnn1C	1.1	-13	-14	-8	-4.4	-3	-16	3	1.1
COc1ccc(CCNc2nc(=S)[nH]c3cc(OC)c(OC)cc23)cc1OC	0.96	4	4	-8	1.1	-1	-1	-5	0.96
Cc1ccc(-c2csc3ncnc(N4CCN(c5ccccc5O)CC4)c23)cc1	0.89	2	11	-8	0.5	-4	5	3	0.98
CC(=O)Nc1c(C(=O)c2ccc(F)cc2)oc2ccccc12	1	18	0	10	1.2	0	-2	-7	0.82
COc1ccc(C(NC(=O)CN2C(=O)NC3(CCc4ccccc43)C2=O)c2ccccc2)cc1 (configuration not stated)	1.1	6	-13	-8	-0.7	-5	13	-6	0.94
Cc1cc2ncn(CCC(=O)NC3CCCC3)c2cc1C	1	-9	-1	7	-2.5	5	-2	0	1.1
Cc1cccn2c(=O)c(/C=C(\C#N)C(N)=O)c(N3CCN(c4ccccc4)CC3)nc12	0.92	22	8	2	-1.0	6.9*	0	-6	0.78
CSc1ccc(CN(C)Cc2cc(=O)oc3c(C)c(C)ccc23)cc1	0.98	1	2	1	30	-7	0	-5	0.99
S=C(NCc1ccccn1)Nc1cccc(Cl)c1	1.2	6	-17	-3	-0.4	-1	3	-1	0.94
O=C1Cc2cccc3cccc1c23	1	7	0	-9	-0.9	-3	3	-5	0.93
Cc1nn(C)c(C(=O)Sc2cccc(Cl)c2)c1[N+](=O)[O-]	1	-2	-3	-2	2.2	-6	0	1	1
CCN(CC)S(=O)(=O)c1ccc(N2CCOCC2)c(NCC(=O)Nc2ccc(F)cc2)c1	1.2	-11	-16	-5	-3.2	0	0	-1	1.1
Cc1cc(-n2c(C)cc(C(=O)CSc3ccc4c(c3)OCCO4)c2C)no1	0.99	7	1	-10	2.7	-5	0	0	0.93
Cc1cccc(N2CCN(C(=O)c3ccc(Cl)c(S(=O)(=O)N4CCc5ccccc5C4)c3)CC2)c1C	0.95	4	5	16	0.9	0	6	-2	0.95
Cc1ccc(NC(=O)c2cccc(C(=O)Nc3ccc(C)cc3C(=O)O)c2)c(C(=O)O)c1	1	-12	0	21	0.0	-4	-3	-9	1.1
COc1ccc(NC(=O)N2CCC(CO)(CC3CCCCO3)CC2)c(OC)c1 (configuration not stated)	0.98	-12	2	9	-0.6	3	1	-3	1.1
CCc1cc(=O)oc2cc(C)cc(OCC(=O)N3CCC(C(=O)O)CC3)c12	1	14	-3	-18	-1.0	3	4	-3	0.86
CC(c1ccccc1)C1CC(=O)N(Cc2ccco2)C1=O (configuration not stated)	0.99	-6	0	-16	0.0	-4	1	-4	1.1
C=C(C)COc1ccc(-c2n[nH]c(C)c2Oc2ccccc2OC)c(O)c1	0.99	-88	1	19	6.8	-7	-2	-6	1.9
O=C1C=C(c2cccc3c2sc2ccccc23)C[C@@H](c2ccc(Cl)cc2)C1	1.1	-23	-11	-2	-1.4	-3	-3	-8	1.2
CCCC1=NN(c2ccc([N+](=O)[O-])cc2)C(=O)/C1=C/N(C)C	0.93	12	7	-5	5.2	0	-2	-5	0.88
CNC(=O)CSCCn1c(SCC(=O)NC)nc2ccccc2c1=O	1	12	0	-7	0.0	-2	-2	-5	0.88
COc1ccc(N2CCN(C(=O)CSc3nnc4c(C)cc5ccc(C)c(C)c5n34)CC2)cc1	0.96	12	4	-12	14	2	3	1	0.88

Source: PubChem BioAssay
